# GSH fluor: GSH bead compound fluorescence profile; GSH beads flow cytometry, compound fluorescence 488/530 nm; active compounds read high; fluorescence (KMESF) at 10 µM; hit rate 0.25% among 190,000; AID 1776; in the data active = fluorescence above about 89;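 also: glutathione beads carrying GST-tagged Bcl family fusion proteins plus one bare bead set; values are compound well signal with DMSO vehicle wells as background; inactives centre near 16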
# ABCB1 block: inhibitors of human ABCB1 transporter, ABCG2 counter-screen. CCRF-Adr cells, JC-1 efflux, flow cytometry. hit rate 0.067% among 190,000. P08183. AID 1326. inhibition, % at 6.6 µM; in the data active = inhibition above about 40%;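 also: 0% = vehicle and 100% = reference inhibitor; higher value means more JC-1 retained so stronger ABCB1 efflux block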
# Rac1 wt GTP bind: modulators of human Rac1 wildtype GTP binding; P63000; GST-Rac1 beads, fluorescent GTP binding, flow cytometry; actives lie on both sides; 0 = cold GTP competed, 100 = untreated; GTP binding activity (% of control), % at 10 µM; hit rate 0.27% among 190,000; AID 757;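 active = GTP binding activity at least 20 points away from the 100% control level, either lower or higher; inconclusive = compound flagged as likely green fluorescent, judged across all proteins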
# ABCG2 block: human ABCG2 inhibition, ABCB1 as counter-screen; Q9UNQ0; IgMXP3 cells, JC-1 efflux, flow cytometry; inhibition, % at 6.6 µM; hit rate 0.1% among 190,000; AID 1325;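 active = inhibition above 80%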;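 also: 0% = DMSO and 100% = nicardipine control wells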
# Target sequence (Q9UNQ0 whole entry, looked up): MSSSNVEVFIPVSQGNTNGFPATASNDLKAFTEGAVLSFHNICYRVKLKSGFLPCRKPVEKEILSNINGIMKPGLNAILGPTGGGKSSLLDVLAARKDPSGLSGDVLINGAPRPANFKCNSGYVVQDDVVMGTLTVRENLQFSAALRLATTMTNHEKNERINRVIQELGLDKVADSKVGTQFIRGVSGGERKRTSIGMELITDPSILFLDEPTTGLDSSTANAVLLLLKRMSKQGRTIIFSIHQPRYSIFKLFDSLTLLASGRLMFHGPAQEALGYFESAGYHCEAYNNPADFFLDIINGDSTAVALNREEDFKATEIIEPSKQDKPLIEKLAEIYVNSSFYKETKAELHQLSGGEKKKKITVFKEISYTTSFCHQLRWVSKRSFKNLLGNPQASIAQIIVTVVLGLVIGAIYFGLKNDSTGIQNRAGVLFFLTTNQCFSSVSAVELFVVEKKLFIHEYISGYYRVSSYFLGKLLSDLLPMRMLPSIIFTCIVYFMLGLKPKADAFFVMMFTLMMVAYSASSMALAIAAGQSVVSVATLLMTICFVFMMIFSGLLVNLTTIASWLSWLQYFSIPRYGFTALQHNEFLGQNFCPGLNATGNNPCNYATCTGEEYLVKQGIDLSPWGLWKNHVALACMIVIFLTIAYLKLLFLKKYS
#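 Test system: IgMXP3 (ABCG2) plus far-red-tagged CCRF-Adr (ABCB1) cells / Amount: 3 million cells/mL in well / Reagent: JC-1 transporter substrate / Timing: 10 min compound exposure, 25 °C / Signal: flow cytometry, 530 nm JC-1 signal / Read-out: percent efflux inhibition, scaled nicardipine 100% to DMSO 0% / Benchmarks: nicardipine as high control, DMSO as low control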
# Avidin bead fluor: avidin bead compound fluorescence profile; Avidin beads, compound fluorescence 488/530 nm, flow cytometry; active compounds read high; AID 1775; hit rate 0.38% among 220,000; fluorescence (KMESF) at 10 µM; in the data active = fluorescence above about 47; also: inactives centre near 10
# HRas wt GTP bind: changes GTP binding to wildtype human HRas. GST-Ras wt beads, Bodipy-FL-GTP binding, flow cytometry; actives lie on both sides. GTP binding activity, % at 10 µM. hit rate 0.14% among 190,000. AID 759;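 active = GTP binding activity at least 20% away from the 100% baseline, either lowered as inhibitor or raised as activator; inconclusive = flagged as likely green fluorescent, judged across all proteins in the well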;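 also: 0% = unlabeled GTP competition control and 100% = no-compound control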
# Target sequence (P01112 whole entry, looked up): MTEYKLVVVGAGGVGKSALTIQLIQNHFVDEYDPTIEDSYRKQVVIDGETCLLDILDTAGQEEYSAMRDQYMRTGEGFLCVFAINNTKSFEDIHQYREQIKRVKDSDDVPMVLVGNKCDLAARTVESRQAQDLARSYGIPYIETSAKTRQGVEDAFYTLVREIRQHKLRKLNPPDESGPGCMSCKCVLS
# Cdc42 wt GTP: human Cdc42 wildtype GTP binding change, either direction | GST-Cdc42 beads, Bodipy-GTP binding, flow cytometry; actives lie on both sides | percent activity (GTP binding), % at 10 µM | hit rate 0.2% among 190,000 | AID 761;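 active = percent activity GTP binding at least 20 points away from the 100% baseline, either down as inhibitor or up as activator; inconclusive = compound flagged as likely green fluorescent from well-wide comparison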;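 also: median bead fluorescence of bound Bodipy-FL-GTP at 100 nM; 0% = excess unlabeled GTP control and 100% = no compound control; below 100% means less GTP binding so inhibitor and above means activator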
# Target sequence (P60953 whole entry, looked up): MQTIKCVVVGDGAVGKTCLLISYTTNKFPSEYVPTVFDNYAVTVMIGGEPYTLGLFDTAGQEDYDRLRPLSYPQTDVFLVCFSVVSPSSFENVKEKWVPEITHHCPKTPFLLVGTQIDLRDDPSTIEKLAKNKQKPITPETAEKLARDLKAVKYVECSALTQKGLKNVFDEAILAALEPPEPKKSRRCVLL
# Pf gamet viab: kills late stage P. falciparum gametocytes. P. falciparum stage V gametocytes, ATP luminescence, 24 h. inhibition, % at 10.9 µM. hit rate 0.065% among 150,000. AID 743093;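 active = inhibition above the mean plus 3 SD of compounds within the control limits, set per campaign, cut at about 38% in these data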;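 also: 0% = DMSO wells and 100% = medium only without gametocytes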
# Rac1 mut GTP: modulators of GTP binding to human Rac1 activated mutant; P63000; GST-Rac1 activated beads, fluorescent GTP binding, flow cytometry; actives lie on both sides; 100% means binding = to untreated wells; percent activity (GTP binding), % at 10 µM; hit rate 0.11% among 190,000; AID 764;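 active = GTP binding at least 20 percentage points away from the 100% baseline, in either direction, so actives lie on both sides; inconclusive = Compound likely fluorescent itself, or too few beads counted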
# Rab7 wt GTP bind: alters GTP binding to wildtype dog Rab7. GST-Rab7 beads, fluorescent GTP binding, flow cytometry; actives lie on both sides; untreated = 100%, excess cold GTP = 0%. GTP binding activity (percent of control), % at 10 µM. hit rate 0.055% among 190,000. AID 758;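 active = fluorescent GTP binding to Rab7 beads changed by at least 20 points from the 100% baseline, either direction, mostly lower; inconclusive = compound itself probably fluorescent, or too few beads counted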;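 also: median green fluorescence of bound Bodipy-FL-GTP per Rab7 bead population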
# Rab2 wt GTP: changes GTP binding to wildtype dog Rab2A, up or down; P61105; GST-Rab2 wt beads, Bodipy-GTP binding, flow cytometry; GTP binding activity, % at 10 µM; hit rate 0.19% among 190,000;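 active = GTP binding activity at least 20 points away from 100%, either lowered or raised; inconclusive = signal likely due to the compound's own green fluorescence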;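 also: 0% = beads with excess unlabeled GTP and 100% = no-compound control corrected for plate trend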
# The depositor's hits bear a star; ? = inconclusive; nt = no result given.
Compound	GSH fluor	ABCB1 block	Rac1 wt GTP bind	ABCG2 block	Avidin bead fluor	HRas wt GTP bind	Cdc42 wt GTP	Pf gamet viab	Rac1 mut GTP	Rab7 wt GTP bind	Rab2 wt GTP
COc1ccc(NC(=O)COC(=O)c2ccc([N+](=O)[O-])o2)cc1Cl	12	1.7	94	19	10	95	96	13	95	100	94
COc1ccc(/C=N/NC(=O)c2ccc(=O)[nH]n2)cc1OC	10	-0.3	101	7	4	102	102	-9	100	99	101
CN(C)/C=C/C(=O)c1ccc(Oc2ccccc2)cc1	18	-0.2	95	1	12	92	95	-6	92	92	98
Cc1ccc(C(=O)NCCN2CCOCC2)cc1	27	-0.2	104	-1	7	102	101	6	101	98	99
CCCCC(=O)Nc1ccc(C(N)=O)cc1	34	1.0	102	24	10	100	98	nt	100	100	101
O=C(Nc1cccc(C(F)(F)F)c1)C1CCCN(S(=O)(=O)c2cnc[nH]2)C1 (stereo not given)	15	0.0	101	0	8	99	99	-17	98	98	99
CC(=O)NS(=O)(=O)c1ccc(NC(=O)c2ccc(Br)o2)cc1	12	0.0	102	0	4	99	100	8	98	96	97
Cc1cc(C)n(S(=O)(=O)c2ccc(Cl)c(Cl)c2Cl)n1	16	0.2	104	1	35	104	105	-30	102	102	103
CC1CCCCN1C(=O)Cn1c(=O)oc2ccccc21 (stereo not given)	17	-0.1	100	-1	23	98	101	32	99	95	99
COc1ccc(Br)cc1CNC(=O)C1CCN(C(=O)N(C)C)CC1	18	0.3	100	1	9	98	98	-3	96	95	100
C=CCn1c(SCc2c(C(=O)OC)sc(N)c2C(=O)OC)nnc1-c1ccc(Br)cc1	55	0.9	101	2	4	97	95	-1	97	98	96
Cc1cc(C)nc(NC2=NCCN2C(=S)Nc2c(C)cccc2C)n1	19	1.4	100	2	7	98	98	9	98	95	97
O=C(O)CC(NC(=O)C12CC3CC(CC(C3)C1)C2)c1ccc2c(c1)OCO2 (stereo not given)	15	0.4	97	1	8	97	96	-2	95	106	100
CCCCCCCn1c(C)nnc1-c1cnn(C)c1N	12	0.6	100	3	11	96	93	-5	95	105	97
Cc1ccc(/C=C2\SC(=S)N(C3CCS(=O)(=O)C3)C2=O)o1 (stereo not given)	19	-0.7	92	-1	11	96	91	-20	91	99	95
COc1nc(N/N=C/c2ccc(-c3ccccc3[N+](=O)[O-])o2)nc(N2CCOCC2)n1	3	0.2	99	4	13	98	102	9	100	97	96
OCC1(Cc2cccc(Cl)c2)CCCN(Cc2cnn(-c3ccccc3)c2)C1 (stereo not given)	10	1.6	99	1	3	98	96	2	95	104	101
CCCCc1ccc(NC(=O)CSC2=C(C#N)C(c3ccco3)C3=C(CCCC3=O)N2)cc1 (stereo not given)	21	1.9	92	3	27	95	94	-18	92	94	94
Cc1cc(C)cc(-n2c(C)cc(/C=N\NC(=O)COc3cccc4cccnc34)c2C)c1	9	1.9	?	13	6	?	?	-9	?	?	?
CCOc1ccccc1NC(=O)c1ccc(S(=O)(=O)N(C)C)cc1	22	0.9	104	6	33	101	102	4	99	101	100
N/C(Cc1ccc([N+](=O)[O-])cc1)=N\OC(=O)c1ccccc1F	10	3.8	98	36	9	98	97	22	98	103	98
COc1cc(NC(=O)CN2CCN(Cc3ccc4c(c3)OCO4)CC2)cc(OC)c1	20	0.7	98	2	14	102	103	nt	100	99	102
COc1ccc(CCNC(=O)c2ccc(Cl)cc2)cc1OC	23	0.7	101	10	10	97	99	-35	94	100	98
O=C(Nc1ccccn1)c1onc2c1CCCC2	11	0.9	103	9	4	101	102	-21	99	99	100
COC(=O)c1cc2ccccc2oc1=O	56	0.0	90	0	9	95	93	nt	92	99	93
CCn1c2ccccc2c2cc(CN3CCN(Cc4cc(OC)ccc4O)CC3)ccc21	12	1.4	102	2	29	99	99	-28	96	104	102
CC(=O)c1cccc(NC(=O)C2(c3ccccc3)CC2(Cl)Cl)c1 (stereo not given)	17	0.3	95	4	11	95	95	-1	95	103	98
Cc1ccc(N(CC(=O)NC2CCCC2)C(=O)c2ccc(C)s2)cc1	26	1.5	99	3	10	98	96	nt	97	94	99
CC(=O)c1cccc(NC(=O)Nc2csc3c2CCCC3)c1	16	0.7	103	4	7	99	98	nt	98	97	96
Cc1cc2cc(CN(Cc3cccs3)Cc3nnnn3CC3CCCO3)c(=O)[nH]c2cc1C (stereo not given)	11	2.5	98	8	23	102	101	8	98	97	98
CCC(CC)C(=O)Nc1c2cnn(-c3ccccc3)c2nc(=O)n1-c1ccccc1	5	0.2	100	0	17	103	102	nt	98	102	102
CCOC(=O)N1CCC(NS(=O)(=O)c2ccc3c(c2)C(C)(C)C(=O)N3C)CC1	23	0.0	95	2	17	99	98	-20	96	92	97
Cc1ccc(C(=O)NNC(=O)CSc2nnc(CNc3ccc(F)cc3)n2C)cc1	24	0.2	97	0	10	96	96	-22	96	95	96
Cc1nc(NCc2ccco2)c(C#N)c2c1COC(C)(C)C2	20	2.0	105	24	30	99	102	nt	98	97	101
Cc1c(NC(=O)C(=O)/C=C(/O)c2ccccc2)c(=O)n(-c2ccccc2)n1C	16	0.8	100	4	14	99	101	-17	98	102	98
O=C(CN(CC1CCCO1)C(=O)CCC(=O)Nc1nccs1)NCc1ccccc1 (stereo not given)	18	-0.5	107	0	7	102	102	nt	100	103	100
CCC(=O)NC(c1ccc(OC)cc1)c1c(O)ccc2ccccc12 (stereo not given)	25	0.1	100	8	9	99	97	8	96	102	99
COc1ccccc1CNc1nc2nc3c(c(=O)n2[nH]1)CCC3	21	0.0	103	0	9	104	106	20	100	98	104
O=C(/C=C/c1ccco1)NC(=S)Nc1cc(-c2nc3ccccc3s2)ccc1Cl	10	-0.2	101	8	9	99	100	9	99	104	99
CCOc1cc(/C=N/NC(=O)c2ccc(O)cc2)ccc1Oc1nc(Cl)ncc1F	16	-0.5	98	-1	10	92	92	14	93	98	90
CC1Cc2ccccc2N1C(=O)c1cnc2ccccn2c1=O (stereo not given)	31	0.3	96	2	5	96	101	nt	96	99	97
O=C(CCc1ccccc1)NC(=S)Nc1ccccc1Br	12	-0.3	97	3	7	97	96	24	94	106	98
CNC(=S)N/N=C(\C)c1ccc(C(C)(C)C)cc1	15	0.2	99	21	5	95	99	nt	97	95	94
CCSc1cc(C)nc2ncnn12	13	0.0	104	1	10	103	103	nt	100	105	102
COC(=O)Cc1ccc(NC(=S)N2CCN(C)CC2)cc1	13	-0.6	92	0	7	96	95	3	96	97	97
COCCCNC(=O)c1ccccc1NS(=O)(=O)c1ccc(C)cc1	5	0.2	107	0	7	104	107	nt	104	101	104
Cc1ccnc(NS(=O)(=O)c2ccc(NC(=O)c3ccc(S(=O)(=O)N(C)C)cc3)cc2)n1	8	0.1	97	0	22	98	100	-1	96	102	98
COc1ccc(Nc2nc(N3CCCC3)c3ccccc3n2)cc1	13	2.4	99	6	20	100	98	1	103	94	94
CN(CC(=O)NCc1ccco1)S(=O)(=O)c1ccc2c(c1)n(C)c(=O)c(=O)n2C	31	0.0	98	-1	6	98	99	6	95	98	98
O=C(CSc1ccc(Cl)cc1)NN=C1CCCCCC1	12	0.8	100	1	2	98	96	19	96	100	97

# New compounds follow:
Compound	GSH fluor	ABCB1 block	Rac1 wt GTP bind	ABCG2 block	Avidin bead fluor	HRas wt GTP bind	Cdc42 wt GTP	Pf gamet viab	Rac1 mut GTP	Rab7 wt GTP bind	Rab2 wt GTP
CC[C@@H](C)[C@H](NS(=O)(=O)c1ccc(C)cc1)C(=O)N1CCC(C(=O)NCC(=O)O)CC1	14	0.2	102	1	38	101	103	nt	100	99	100
COc1ccccc1NC(=O)CSCc1nc2ccccc2[nH]1	14	-2.0	104	0	23	98	102	1	101	98	98
CCC(NC(=O)N(Cc1ccccc1)Cc1ccc2c(c1)OCO2)(C(F)(F)F)C(F)(F)F	23	1.0	101	2	11	98	100	9	99	97	98
COCCn1c(C)cc(C(=O)COC(=O)c2cc3c(s2)CCC3)c1C	23	0.2	104	2	2	101	101	13	98	100	98
CCCc1nc(SCC(=O)Nc2cc(C)on2)c2ccccc2n1	20	0.6	102	1	7	103	105	-1	102	103	104
O=C(CSc1oc(-c2cccs2)nc1S(=O)(=O)c1ccc(F)cc1)NCC1CCCO1 (stereo not given)	22	0.7	104	3	7	102	104	nt	99	103	105
O=C(CCN1C(=O)c2ccncc2C1=O)Nc1cc(F)ccc1F	9	0.0	93	0	18	92	94	-3	93	92	93
COc1ccccc1N(C)S(=O)(=O)c1ccc(C(=O)NCC(C)C)cc1	11	0.5	106	3	11	100	101	3	99	99	99
COCC(=O)N(Cc1ccco1)c1nnc(C2CCOC2)s1 (stereo not given)	4	-0.1	108	0	7	103	105	5	104	102	102
O=C(NC1=NCCS1)C12CC3CC(CC(C3)C1)C2	9	0.1	92	4	8	93	94	-16	95	94	94
COc1ccc(OCc2nnc3n2N=C(c2ccc(Br)cc2)CS3)cc1	23	0.2	101	1	6	97	96	nt	96	98	99
CCNC(=S)N/N=C(\C)c1cccc(C(F)(F)F)c1	15	0.9	100	50	9	95	98	-1	94	99	96
COc1cc(-c2nnc(COC(=O)CSc3cc(C)c4ccccc4n3)o2)cc(OC)c1OC	34	1.3	97	34	30	98	99	nt	95	98	97
COc1ccccc1OCc1nnc(SCC(=O)N2CCCCC2)n1-c1ccccc1	18	0.7	108	21	32	101	102	nt	102	101	100
Cn1cc(CN2C[C@]3(C)C[C@H]2CC(C)(C)C3)c(-c2ccc3c(c2)OCCO3)n1	10	2.0	102	5	5	99	99	nt	99	96	97
CCCCNC(=O)[C@H](Cc1c[nH]c2ccccc12)NC(=O)c1ccccc1Cl	9	0.7	106	-1	3	103	100	-32	103	103	101
O=C(CCn1c(=S)[nH]c2ccccc2c1=O)NCC1CCCO1 (stereo not given)	10	1.0	103	8	9	102	97	nt	97	101	98
CCOC(=O)c1cc(CC)sc1NC(=O)c1ccc(N2CCOCC2)c([N+](=O)[O-])c1	29	0.8	105	26	11	101	103	nt	101	105	103
O=C(CS(=O)(=O)Cc1ccccc1)Nc1ccc2c(c1)OCO2	10	-0.2	102	1	12	98	99	-4	97	96	98
